Cav3 T inh – human Cav3.2 channel inhibition, primary screen | O95180 | Cav3.2-expressing cells, Fluo-4 calcium fluorescence FDSS; active compounds read low | B-score at 10 µM | hit rate 4% among 100,000 | AID 449739;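 active = single-dose well whose peak fluorescence ratio is a statistical outlier from its plate by either plate-standardised score or position-corrected B-score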
Target sequence (O95180 whole entry, looked up): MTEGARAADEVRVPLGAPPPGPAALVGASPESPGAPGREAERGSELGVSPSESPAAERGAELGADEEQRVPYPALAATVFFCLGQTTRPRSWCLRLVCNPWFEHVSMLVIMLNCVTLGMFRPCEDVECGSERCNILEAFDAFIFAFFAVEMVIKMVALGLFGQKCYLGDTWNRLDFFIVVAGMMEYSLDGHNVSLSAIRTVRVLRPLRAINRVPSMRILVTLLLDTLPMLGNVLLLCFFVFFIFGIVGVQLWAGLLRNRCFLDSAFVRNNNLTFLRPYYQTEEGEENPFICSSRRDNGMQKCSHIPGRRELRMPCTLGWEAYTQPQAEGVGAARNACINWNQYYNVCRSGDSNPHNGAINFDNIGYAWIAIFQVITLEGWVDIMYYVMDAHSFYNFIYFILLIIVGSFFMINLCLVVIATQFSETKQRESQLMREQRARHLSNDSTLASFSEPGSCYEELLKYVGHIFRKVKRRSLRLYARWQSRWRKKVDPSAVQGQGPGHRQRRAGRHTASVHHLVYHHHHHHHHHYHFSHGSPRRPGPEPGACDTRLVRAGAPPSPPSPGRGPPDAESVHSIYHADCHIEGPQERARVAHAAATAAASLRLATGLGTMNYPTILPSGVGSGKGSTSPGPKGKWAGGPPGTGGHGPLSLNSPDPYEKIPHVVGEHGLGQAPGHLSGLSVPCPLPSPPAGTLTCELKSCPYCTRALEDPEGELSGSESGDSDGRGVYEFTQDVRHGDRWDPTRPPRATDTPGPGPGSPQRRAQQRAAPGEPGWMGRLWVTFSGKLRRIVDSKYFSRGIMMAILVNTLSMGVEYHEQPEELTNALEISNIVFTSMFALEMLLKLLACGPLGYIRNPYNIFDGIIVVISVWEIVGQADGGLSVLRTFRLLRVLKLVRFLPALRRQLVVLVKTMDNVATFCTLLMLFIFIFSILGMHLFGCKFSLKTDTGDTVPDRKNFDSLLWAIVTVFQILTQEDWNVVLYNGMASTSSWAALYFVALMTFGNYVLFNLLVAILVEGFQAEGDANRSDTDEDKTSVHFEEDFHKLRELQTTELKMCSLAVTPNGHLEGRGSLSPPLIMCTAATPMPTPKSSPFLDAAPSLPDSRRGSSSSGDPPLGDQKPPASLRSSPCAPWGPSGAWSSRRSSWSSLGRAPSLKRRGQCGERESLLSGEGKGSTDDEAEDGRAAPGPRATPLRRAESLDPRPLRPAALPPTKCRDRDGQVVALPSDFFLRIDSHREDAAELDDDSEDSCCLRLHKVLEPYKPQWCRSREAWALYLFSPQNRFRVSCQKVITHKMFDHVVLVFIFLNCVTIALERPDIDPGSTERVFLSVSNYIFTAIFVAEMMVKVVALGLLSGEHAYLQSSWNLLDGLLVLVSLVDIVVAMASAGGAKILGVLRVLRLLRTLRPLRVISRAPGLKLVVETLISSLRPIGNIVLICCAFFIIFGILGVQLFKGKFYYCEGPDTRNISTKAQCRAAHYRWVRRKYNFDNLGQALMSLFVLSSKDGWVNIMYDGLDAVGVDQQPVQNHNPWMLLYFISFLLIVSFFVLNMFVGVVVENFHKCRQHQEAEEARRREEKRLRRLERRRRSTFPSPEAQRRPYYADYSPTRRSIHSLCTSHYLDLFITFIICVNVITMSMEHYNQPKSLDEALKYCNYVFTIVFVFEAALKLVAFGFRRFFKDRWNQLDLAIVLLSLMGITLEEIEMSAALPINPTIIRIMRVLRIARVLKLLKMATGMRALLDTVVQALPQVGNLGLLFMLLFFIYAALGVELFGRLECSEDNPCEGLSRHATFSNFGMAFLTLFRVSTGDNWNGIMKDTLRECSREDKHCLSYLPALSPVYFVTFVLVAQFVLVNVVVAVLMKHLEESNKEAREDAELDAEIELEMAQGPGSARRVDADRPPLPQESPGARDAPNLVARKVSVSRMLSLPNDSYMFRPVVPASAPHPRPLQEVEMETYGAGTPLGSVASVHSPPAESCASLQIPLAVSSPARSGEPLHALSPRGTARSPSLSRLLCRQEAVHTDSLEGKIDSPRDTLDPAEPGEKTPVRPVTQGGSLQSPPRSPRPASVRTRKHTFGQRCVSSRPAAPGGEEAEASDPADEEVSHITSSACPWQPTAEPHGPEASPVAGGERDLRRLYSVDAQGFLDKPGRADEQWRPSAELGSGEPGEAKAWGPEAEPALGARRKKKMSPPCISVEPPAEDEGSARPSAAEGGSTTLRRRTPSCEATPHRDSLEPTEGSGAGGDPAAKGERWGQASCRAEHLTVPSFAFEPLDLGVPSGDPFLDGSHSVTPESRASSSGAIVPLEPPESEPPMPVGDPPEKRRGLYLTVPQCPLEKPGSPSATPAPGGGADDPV
An asterisk follows results filed as active. Some of the compounds tested; rates above refer to the full screens.

SMILES | Cav3 T inh
O=C(C1=C[C@@H](c2csc3ccccc23)C[C@@H](OCc2ccc(CO)cc2)O1)N1CCN(Cc2ccccc2)CC1 | -1.2
Fc1ccc(Br)cc1C1C=C(c2cccnc2)Nc2ncnn21 (stereo not given) | -3
Cc1nnc(SCc2nnc(-c3ccccc3)o2)n(N)c1=O | 0.43
CN1C(=O)c2oc3ccccc3c(=O)c2C1c1ccccn1 (stereo not given) | 0.025
CCn1c(N2CCN(C(=S)NCC(C)C)CC2)nc2ccccc21 | 0.5
Cc1cccc(NC(=O)C2CC(=O)n3cnnc3S2)c1 (stereo not given) | 0.14
C=CCn1c(SCCOc2ccc(OC)cc2)nnc1C(C)NC(=O)c1ccc(OC)cc1 (stereo not given) | 0.61
OCCNCc1ccc(OC2CCCC2)cc1 | 1.6
O=C(C1CCCN(S(=O)(=O)c2ccc(F)cc2)C1)N(Cc1cccs1)C1CC1 (stereo not given) | -4.1*
O=C(CN1CCOc2ccccc21)NC1CC1 | 0.43
CC(=O)c1cccc(NC(=O)NCc2cccs2)c1 | 0.6
CCCCn1c(SCC(=O)N2CCN(c3ccccc3)CC2)nc2ccsc2c1=O | -2.7
Cc1ccc(S(=O)(=O)c2nc(NCCN(C)C)sc2Cl)cc1 | 0.2
CCOC(=O)C1=C(CC)Nc2ccccc2N=C1NC(=O)c1cccc(S(=O)(=O)N2CCCC2)c1 | 0.57
OCCOCCn1c(CCNc2nc(-c3ccc(F)cc3)cs2)nc2cc(C(F)(F)F)ccc21 | -2.3
COc1ccc(CCNC(=O)N2CCOCC2)cc1 | -1.1
N#Cc1nc(-c2cccs2)oc1N1CCOCC1 | -0.099
COC(=O)C1C(=O)NCC1c1ccc(OC)cc1 (stereo not given) | 0.13
CCOCc1nnc(NC(=O)c2cc(Cl)ccc2OC)s1 | -0.11
C[C@@H]1C(=O)O[C@H]2[C@H]1CC[C@@]1(C)C(=O)C=C[C@@](C)(O)[C@H]21 | 0.14
CCCCN(CC)C(=O)Cc1ccccc1OC | 0.00088
COc1ccccc1N1C(=O)c2cccc3c(C(=O)O)ccc(c23)C1=O | -0.62
Cn1c(=O)c2c(nc(NC3CCCCC3)n2CC(O)COc2ccccc2)n(C)c1=O (stereo not given) | 0.86
CCOC(=O)N1CCN(CC(O)c2ccc3cc[nH]c3c2)CC1 (stereo not given) | 0.47
CCCN1Cc2cccc(C(=O)Nc3ccc4c(c3)OCCO4)c2C1=O | -0.069
COc1ccc2cc(S(=O)(=O)N3CCCCC3)ccc2c1S(=O)(=O)N1CCCCC1 | 0.038
c1ccc(-c2oc3ncnc(N4CCOCC4)c3c2-c2ccccc2)cc1 | -2.5
COC(=O)c1c(C(=O)OC)c2cc(C)ccn2c1Cl | -0.93
CC1CCCCC1NC(=O)CSc1nnc(CN2CCOCC2)n1C (stereo not given) | -0.22
CC(C)(C)CN1C(N)=NC[C@@H]1Cc1ccc(O)cc1 | 0.14
CCCCC1=CC2=CC(=O)C(C)(OC(=O)CC)C(=O)C2=CN1Cc1ccccc1 (stereo not given) | -0.027
COCCOC(=O)C1=C(C)N=C2SCCC(=O)N2C1/C=C/c1ccccc1 (stereo not given) | -0.14
CCOC(=O)/C=C/c1ccccc1S(=O)(=O)NC(C)(C)C | -0.084
Cc1oc(C)c2c(=O)ccc3c(c12)OC(N)=C(C#N)C3c1ccccc1Cl (stereo not given) | -2.2
C=CCn1c2ccccc2c2nnc(SCN3C(=O)c4ccccc4C3=O)nc21 | -0.3
COc1ccccc1-n1c(SCC(N)=O)nnc1-c1ccc(S(=O)(=O)N2CCCCC2)cc1 | -0.64
CCn1cc(C(=O)NCCCN2CC(C)CC(C)C2)c(=O)c2cc(S(=O)(=O)N(C)C)ccc21 (stereo not given) | 1.1
CCOC(=O)Cc1cc(=O)[nH]c(/N=C(/NC(=O)c2ccccc2)Nc2ccccc2C(F)(F)F)n1 | -0.21
CCN(CC)CCCN1C=C2C(=O)C(C)(OC(=O)CCC(=O)OC)C(=O)C(Br)=C2C=C1c1ccc(OC)cc1 (stereo not given) | 0.16
CCOc1ccc(NC(=O)CCN2CCN(c3ccccc3OC)CC2)cc1 | -0.9

Grouped by structure, the entries above with two or more sulfur atoms.
SMILES | Cav3 T inh
O=C(C1CCCN(S(=O)(=O)c2ccc(F)cc2)C1)N(Cc1cccs1)C1CC1 (stereo not given) | -4.1*
CCCCn1c(SCC(=O)N2CCN(c3ccccc3)CC2)nc2ccsc2c1=O | -2.7
Cc1ccc(S(=O)(=O)c2nc(NCCN(C)C)sc2Cl)cc1 | 0.2
COc1ccc2cc(S(=O)(=O)N3CCCCC3)ccc2c1S(=O)(=O)N1CCCCC1 | 0.038
COc1ccccc1-n1c(SCC(N)=O)nnc1-c1ccc(S(=O)(=O)N2CCCCC2)cc1 | -0.64

More structures.
SMILES | Cav3 T inh
O=c1c2c(nc3n1CCCCC3)sc1c(O)cccc12 | 1
N#Cc1cc(Oc2ccc3ccccc3c2)c(-n2nnc3ccccc32)cc1C#N | -3
CCc1ccc(CN2CCN(S(=O)(=O)Cc3ccccc3)CC2)cc1 | -0.83
NC(=O)c1cc2cc(Cl)ccc2oc1=O | 0.18
O=C(O)c1ncn(Cc2ccccc2)c1C(=O)O | -1.3
O=C(c1cc(-c2ccco2)on1)N1CCc2ccccc2C1 | 0.88
O=C(CNC(=O)c1ccco1)OCc1ccc(Cl)cc1 | 1.4
Cc1nc2sc(C(c3cccs3)N3CCC(C(N)=O)CC3)c(O)n2n1 (stereo not given) | 0.49
COc1ccccc1CNS(=O)(=O)c1ccc(C)cc1 | 0.031
COc1ccc(C(=O)NC(=S)NCc2ccc(-c3nc4ccccc4o3)cc2)cc1OC | -0.035

5 of the compounds above, tab-delimited.
mol	Cav3 T inh
CCc1ccc(CN2CCN(S(=O)(=O)Cc3ccccc3)CC2)cc1	-0.83
NC(=O)c1cc2cc(Cl)ccc2oc1=O	0.18
O=C(O)c1ncn(Cc2ccccc2)c1C(=O)O	-1.3
O=C(c1cc(-c2ccco2)on1)N1CCc2ccccc2C1	0.88
O=C(CNC(=O)c1ccco1)OCc1ccc(Cl)cc1	1.4

The results go on:
SMILES | Cav3 T inh
CC(C)(C)Cc1nnc(NS(C)(=O)=O)s1 | 0.19
CCc1c(C)sc(NC(=O)OC)c1C(N)=O | 0.25
COCCOc1cc(-n2ccnc2SC)c(Cl)cc1Cl | 0.53
Cc1ccc(-c2cc(C(=O)N3CCCc4ccccc43)c3ccccc3n2)cc1 | -2
CC(NC(=O)CC1Nc2ccccc2NC1=O)c1ccccc1 (stereo not given) | 0.21
CCC(=O)Nc1nonc1-c1nc2ccccc2n1Cc1cccc2ccccc12 | -3.4
CC(C)OC(=O)CSc1nnnn1-c1ccc2c(c1)OCCO2 | -0.098
Cc1cc(C)n(-c2nc3ccccc3nc2Nc2ccc3c(c2)OCO3)n1 | -1.3
O=C(O)CNCC1COc2ccccc2O1 (stereo not given) | 0.76
O=C1OC(c2ccccc2)=C/C1=C/N1CCOCC1 | 0.33

Single entries from above.
Value of CCOC(=O)C1=C(CC)Nc2ccccc2N=C1NC(=O)c1cccc(S(=O)(=O)N2CCCC2)c1 in Cav3 T inh: 0.57
Value of c1ccc(-c2oc3ncnc(N4CCOCC4)c3c2-c2ccccc2)cc1 in Cav3 T inh: -2.5

Carrying on:
SMILES | Cav3 T inh
C/C(=N\NC(=O)C1CC1c1ccccc1)c1cccc([N+](=O)[O-])c1 (stereo not given) | -0.055
CC(C(=O)N1c2ccc(F)cc2CCC1C)N1C(=O)c2ccccc2C1=O (stereo not given) | 0.066
COc1ccc(N2CCN(C(=O)CN=C3NS(=O)(=O)C(c4ccc(C)cc4)=C3C)CC2)cc1 | 0.21
COc1ccc(C(=O)Nc2ccc(S(=O)(=O)Nc3onc(C)c3C)cc2)cc1 | -0.11
Cc1nc([N+](=O)[O-])nn1C12CC3CC(CC(Br)(C3)C1)C2 | 0.22
COc1ccc(-c2nn(C)c(=O)c3ccccc23)cc1NC(=O)COc1ccc(C)cc1 | 0.72
CC(=O)Nc1ccccc1C(=O)N1CC2(C)CC1CC(C)(C)C2 (stereo not given) | 0.55
Cc1cc(C)c(S(=O)(=O)c2ccccc2)c(OC(=O)c2c(Cl)cccc2Cl)n1 | -4.6*
C/C(N)=C(/C#N)C(=O)CSc1nnc(COc2cc(C)ccc2C)o1 | -1.3
CCOC(=O)Cn1c(=O)oc2cc(S(=O)(=O)NCCc3ccc(OCC)c(OCC)c3)ccc21 | 0.56
Cc1nc(SC2CCOC2=O)c2c(C)c(C)sc2n1 (stereo not given) | 0.021
c1ccc2c(c1)CCN2CCN1CCc2ccccc21 | -0.17
Cc1c(NC(=O)CCC2CCCCC2)c(=O)n(-c2ccccc2)n1C | -0.043
Cc1cccc(C)c1OCC(=O)NCc1nnc(SCC(=O)NC2CCCCC2C)n1C (stereo not given) | 0.13
COCCNC(=O)c1cnn2c1NC(c1ccco1)CC2C(F)(F)F (stereo not given) | -0.28
NC(=O)[C@@H]1CCCCNc2c(F)cc([N+](=O)[O-])cc2C(=O)N[C@@H](CCCN=C(N)N)C(=O)NCC(=O)N1 | 0.59
COc1ccc(N2CC(=O)N(c3ccc(OC)c(OC)c3)CC2=O)cc1OC | 0.22
CN(Cc1ccccc1)S(=O)(=O)c1ccc(NC(=S)NC(=O)C2CCCC2)cc1 | 0.02
C[C@@H]1CCC[C@H](C)N1NC(=O)c1ccc(Cl)c(S(N)(=O)=O)c1 | -3.7
CCOC(=O)CSc1nnc(NC(=O)c2cccc(S(=O)(=O)N3CCCCCC3)c2)s1 | 0.24
O=C(NCc1ccc2c(c1)OCO2)c1ccc(Cl)c(S(=O)(=O)N2CCOCC2)c1 | -0.0059
O=C(COc1ccc2ccccc2c1Br)N1CCOCC1 | 0.74
CC1(c2nnc(-c3ccc(Cl)cc3)o2)CC(c2c(Cl)cccc2Cl)=NO1 (stereo not given) | -0.64
CCOC(=O)c1nn(-c2ccc(F)cc2)c(-c2ccccc2)c1C(=O)c1ccccc1 | -0.43
COc1cc(/C=N/N=C(/N)c2nonc2N)cc(Br)c1OCc1ccccc1C | -0.21
CC(NC(=O)C(C)(C)C)c1nc2ccccc2n1C (stereo not given) | -0.32
C=CCSc1nnc2c(n1)OC(c1cccnc1)Nc1ccccc1-2 (stereo not given) | 0.74
CN(C)S(=O)(=O)Nc1ccc(C(=O)O)cc1 | -0.25
CC1CCCC(C)N1C(=O)CSc1nnnn1Cc1ccccc1 (stereo not given) | 0.17
CN1CCN(CCCNC(=O)CCCOc2cc(=O)n(C)c3ccccc23)CC1 | 0.092
Cc1ccccc1NS(=O)(=O)c1ccc(OCC(=O)N2CCCC2)cc1 | -0.045
Cc1onc(-c2ccccc2)c1C(=O)Nc1ccc(N2CCOCC2)cc1 | 0.023
Cc1[nH]nc2cn[nH]c12 | 0.22
CCc1nc(N2CCCC2)c(C#N)c2c1CCCC2 | -1.3
CN(Cc1c(O)ccc2c1oc(=O)c1ccccc12)C1CCCCC1 | -1.5
CCCCOCCCn1cnc2c([nH]c3cc(OC)ccc32)c1=O | 1
O=C(NCCCn1ccnc1)c1ccc(Br)c(S(=O)(=O)N2CCOCC2)c1 | 0.38
COC(=O)C1=C(C)NC(C)=C(C(=O)OC)C1c1ccc(OC(=O)c2ccco2)cc1 | 0.47
O=C(NCc1ccco1)c1sc2ccccc2c1Cl | -1.3
COC(=O)C1=C(C)N(CCCC(=O)O)C(=O)NC1c1ccccc1OS(=O)(=O)c1ccccc1[N+](=O)[O-] (stereo not given) | 1

Reprinted from the part before: 4 entries, then new ones.
SMILES | Cav3 T inh
O=C(NCCCn1ccnc1)c1ccc(Br)c(S(=O)(=O)N2CCOCC2)c1 | 0.38
COC(=O)C1=C(C)NC(C)=C(C(=O)OC)C1c1ccc(OC(=O)c2ccco2)cc1 | 0.47
O=C(NCc1ccco1)c1sc2ccccc2c1Cl | -1.3
COC(=O)C1=C(C)N(CCCC(=O)O)C(=O)NC1c1ccccc1OS(=O)(=O)c1ccccc1[N+](=O)[O-] (stereo not given) | 1
Cc1nc2ncnn2c(C)c1CCC(=O)N1CCc2ccccc2C1 | 0.56
Cc1[nH]c2ccccc2c1SCc1ccccc1 | -2.1
Nc1nc2nc(-c3ccccc3)cc(=O)n2[nH]1 | -0.39
O=c1oc2ccccc2cc1-c1cn2cccnc2n1 | -0.56
CC(=O)c1c(N)c(C#N)c(C)n1-c1ccc(Br)cc1 | -0.77
O=C(c1ccc(F)cc1)N1CCC(N2CCCCCC2)CC1 | -0.55
CC(=O)Nc1ccc(-c2cn3cccnc3n2)cc1 | 1
CCOC(=O)N1CCN(S(=O)(=O)c2cccc3nonc23)CC1 | -0.3
Cn1cccc1CNC1CCCCC1 | -0.02
CCN(CC)CCCNC(=O)c1cc(-c2ccc(Cl)cc2)on1 | -4.9
COC(=O)c1sccc1OC(C)C(C)=O (stereo not given) | -0.24
CCc1[nH]c(C)c(C(C)=O)c1C | 0.17
Cc1ccc(CC(=O)NCCS(=O)c2ccc(Cl)cc2)cc1 (stereo not given) | -3.1
CC(C)C(O)P(=O)(OCc1ccccc1)c1ccc(N(C)C)cc1 (stereo not given) | 0.25
COc1ccc(CCn2nnnc2C(c2ccc(Cl)cc2)N2CCN(C)CC2)cc1OC (stereo not given) | 0.59
Cc1cccc(OCC(=O)N2CCN(C(=O)Cc3ccccc3)CC2)c1 | -0.082
O=C(Nc1cccc2c1CCCC2)c1ccc(Br)o1 | 0.27
CCOC(=O)CSC1=C(C#N)C(c2sccc2C)CC(=O)N1 (stereo not given) | -1.3
COc1ccccc1NC(=O)CSc1nc(N)cc(N)n1 | 0.41
Cc1nc2ncnn2c(C)c1CCC(=O)NC(C)c1ccc2c(c1)OCCO2 (stereo not given) | 0.39
CC(C)(C)c1ccccc1OCCCCN1CCCC1 | 1.2
CSCC[C@H](NC(=O)OC(C)(C)C)c1nnc(SCC=C(C)C)o1 | -1.3
CC(C)COc1ccc(C(=O)OC2CC(C)(C)OCC2CN(C)C)cc1 (stereo not given) | 1.1
O=c1c2c3c(sc2nc2n1CCCS2)CCCC3 | 0.38

Assay outcomes from PubChem.
